# High-throughput results from PubChem BioAssay.
# KB-V1 MDR tox – qHTS assay for MDR1-selective chemotherapeutics: Primary screen using the drug-selected MDR subline cells KB-V1; KB-V1 MDR cells viability, CellTiter-Glo, 72 h; Potency, µM (top dose mostly 46.1 µM), inactives show at the highest dose activity change, negative = cytotoxicity, most hits filed as cytotoxic; 3.4% of 400,000 active; AID 1347076, 2019; also: potency is read from the fitted curve at half-maximal effect; % is scaled to controls: 0 for no effect and ±100 for the full control effect; nearly all actives have a fitted effect of over 60% in size
#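 Luminescent ATP read-out (CellTiter-Glo, 10 min) measures survival of drug-selected KB-V1 MDR cells after 72 h, 37 degrees C compound exposure. Medium: phenol-red-free DMEM, 10% FBS. Values from fitted concentration-response curves.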
# KB-3-1 tox – qHTS assay for MDR1-selective chemotherapeutics: Primary screen using the parental adenocarcinoma cell KB-3-1. KB-3-1 viability, CellTiter-Glo ATP luminescence, 72 h. Potency, µM (titrated, usually from 46.1 µM), for inactives: top-dose activity change, negative = cytotoxic, most hits filed as cytotoxic. 1.4% of 400,000 active; also: potency is read from the fitted curve at half-maximal effect; % is scaled to controls: 0 for no effect and ±100 for the full control effect; nearly all actives have a fitted effect of over 60% in size
#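 72 h, 37 °C compound treatment of KB-3-1 parental cells; CellTiter-Glo added, 10 min, luminescence read. Data corrected against DMSO-only plates and normalized before curve fitting.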
# MCF10A rerep – A quantitative high throughput screen for small molecules that induce DNA re-replication in MCF 10a normal breast cells | Potency, µM (highest dose often 46.1 µM), for inactives: top-dose activity, positive = re-replication, hits mostly activators | 2.9% of 350,000 active | AID 624296, 2012 | MCF 10A DNA re-replication, Hoechst nuclear intensity, 48 h; also: potency is read from the fitted curve at half-maximal effect; % of control where 0% means no effect; nearly all actives have a fitted effect of over 50% in size
# ATXN2 expr inh – Primary qHTS for Inhibitors of ATXN expression; Potency, µM (top dose mostly 57 µM), for the others: top-dose activity change, negative = inhibition, actives largely listed as inhibitors; 0.72% of 360,000 active; HEK-293 ATXN2-luciferase reporter, luminescence, 24 h; AID 1745845, 2022; also: potency is read from the fitted curve at half-maximal effect; % is scaled to controls: 0 for no effect and ±100 for the full control effect; nearly all actives have a fitted effect of over 55% in size
#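 ATXN2-luciferase reporter cells (luciferase flanked by upstream and downstream ATXN2 gene portions) were treated 24 h at 37 °C with compounds at up to 57 uM. SteadyGlo luminescence gave expression; GF-AFC fluorescence gave viability.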
# HT1080 IDH1KD tx – qHTS for induction of synthetic lethality in tumor cells producing 2HG: qHTS for the HT-1080-IDH1KD cell line; HT-1080 IDH1 knockdown viability, ATP luminescence, 48 h; 2% of 360,000 active; Potency, µM (series often up to 46.1 µM), for inactives: at the highest dose activity, negative = toxicity, most hits filed as cytotoxic;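 also: potency is read from the fitted curve at half-maximal effect; 0% = DMSO wells and -100% = cell-free medium wells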
#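 Viability of IDH1-knockdown HT-1080 fibrosarcoma cells was assessed by CellTiter-Glo after 48 h at 37 °C with titrated compound; concentration-effect curves were classified by fit quality and response size.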
# HT1080NT lethal – qHTS for induction of synthetic lethality in tumor cells producing 2HG: qHTS for the HT-1080-NT fibrosarcoma cell line. HT-1080-NT fibrosarcoma viability, CellTiter-Glo ATP luminescence, 48 h. 1.6% of 360,000 active. AID 686970, 2013. Potency, µM (top dose mostly 46.1 µM), without a hit: top-dose activity, negative = less viability, actives largely listed as cytotoxic;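 also: NT is the 2HG producing partner of a matched IDH1 knockdown line; potency is read from the fitted curve at half-maximal effect; 0% = DMSO-treated cells and -100% = media-only wells without cells; nearly all actives have a fitted effect of over 55% in size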
#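 Compounds were tested in concentration-response format on HT-1080-NT cells for 48 hours at 37 degrees C. Cell viability came from CellTiter-Glo luminescence; curves were classified by r2, response magnitude and activity.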
# ATXN viability – Viability Counterscreen for Primary qHTS for Inhibitors of ATXN expression; S2 cells (HEK-293 line with an ATXN2-luciferase reporter) viability, CellTiter-Fluor protease fluorescence, 24 h; Potency, µM (doses to about 56.7 µM), actives largely listed as cytotoxic; 0.49% of 400,000 active; AID 651635, 2014; also: potency is read from the fitted curve at half-maximal effect; nearly all actives have a fitted effect of over 40% in size
# IL-1B inflam inh – qHTS for Inhibitors of Inflammasome Signaling: IL-1-beta AlphaLISA Primary Screen | activity change, % at 57.5 µM | THP-1 LPS/ATP IL-1B secretion, AlphaLISA, 16 h; active compounds read low | 4.7% of 360,000 active; in the data active = activity change below about -50%; inconclusive = mostly about -30% to -49%; also: % is scaled to controls: 0 for no effect and ±100 for the full control effect
#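 THP-1 cells pretreated 1 hr with compounds (up to 57.5 uM final), then stimulated with LPS (250 ng/mL final) plus ATP (1.25 mM final); secreted IL-1B measured by AlphaLISA after 16 hr, decreased signal indicating inhibition.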
# SW480 rereplic – A quantitative high throughput screen for small molecules that induce DNA re-replication in SW480 colon adenocarcinoma cells | 1.8% of 340,000 active | SW480 DNA re-replication, Hoechst DNA content imaging, 48 h | Potency, µM (top dose mostly 46.1 µM), inactives show at the top dose re-replication activation, usual class: activators; also: potency is read from the fitted curve at half-maximal effect; % of control where 0% means no effect; nearly all actives have a fitted effect of over 55% in size
#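 Image-based DNA-content assay: after two days of treatment, nuclei were labelled with the DNA dye Hoechst and imaged, and hits were compounds raising the count of nuclei showing high fluorescence intensity.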
# The depositor's hits bear a star; i = inactive; ? = inconclusive; · = not tested or not shown; [ ] = dose if it differs, or a comment. Unless noted, calls follow the shape of the dose curve; as a rule, active = well fitted curve in the direction sought with a large enough effect; inconclusive = small, poorly fitted or top-dose-only effect, or another doubt; inactive = no such curve, though single readings can be large; an effect the other way counts as inactive or inconclusive.
# The opening two entries, to show the layout:
SMILES,KB-V1 MDR tox,KB-3-1 tox,MCF10A rerep,ATXN2 expr inh,HT1080 IDH1KD tx,HT1080NT lethal,ATXN viability,IL-1B inflam inh,SW480 rereplic
Cc1cc(C)c(C)c(Oc2ncnc(N)c2[N+](=O)[O-])c1,3%,17%,-7%,4%,3%,4%,i,-12,-2%
CCOC(=O)[C@@H]1[C@H]2COc3cc(OC)ccc3[C@H]2N2C(=O)N(c3ccccc3)C(=O)[C@]12C,-8%,1%,29%,-3%,0%,0%,i,-20,-5%

# Results, repeating the preview:
SMILES,KB-V1 MDR tox,KB-3-1 tox,MCF10A rerep,ATXN2 expr inh,HT1080 IDH1KD tx,HT1080NT lethal,ATXN viability,IL-1B inflam inh,SW480 rereplic
Cc1cc(C)c(C)c(Oc2ncnc(N)c2[N+](=O)[O-])c1,3%,17%,-7%,4%,3%,4%,i,-12,-2%
CCOC(=O)[C@@H]1[C@H]2COc3cc(OC)ccc3[C@H]2N2C(=O)N(c3ccccc3)C(=O)[C@]12C,-8%,1%,29%,-3%,0%,0%,i,-20,-5%
COc1ccc(-n2c(=S)[nH]c3c(oc4ccccc43)c2=O)cc1,?,-6%,?,7%,6%,-1%,i,13,0%
CCN(CC)C(=O)C1=C(C)N(Cc2ccccc2)C(=O)C(CC(=O)NCCCN(C)C)C1 (stereo unspecified),-19%,-7%,·,11%,8%,0%,i,25,·
CCCC(=O)N(c1ccc(OC)cc1)C1C=CS(=O)(=O)C1 (stereo unspecified),-2%,-8%,-1%,-6%,0%,-1%,i,-1,-5%
CC(C)CNC(=S)NC1CC2CCCC(C1)N2C1CCCCC1 (stereo unspecified),1%,-1%,-7%,-30%,0%,-2%,i,-23,0%
CC(C)CCNC(=O)c1onc(CSc2ccccn2)c1C(=O)NCCC(C)C,-1%,-21%,?,-8%,-13%,-10%,i,1,2%
CC(C)[C@H](Nc1ccc(S(=O)(=O)N2CCOCC2)cc1[N+](=O)[O-])C(=O)OCC(N)=O,-27%,-17%,-2%,-2%,19%,1%,i,-26,?
CC1CCCC(NC(=O)CCNS(=O)(=O)c2ccc(Br)cc2)C1C (stereo unspecified),-5%,17%,?,1%,-1%,-3%,i,?,-20%
CCCC(=NCc1ccccc1)C1=C(O)C(C(=O)OC)C(C)(C)CC1=O (stereo unspecified),?,1%,5%,3%,5%,18%,i,11,-1%
CCCNC(=O)c1ccc(N2CCC3(CC2)CC(c2ccc(Cl)cc2)=NO3)c([N+](=O)[O-])c1,?,-1%,-4%,-30%,12%,-1%,?,34,10%
Cc1c(N(C)C(=O)c2ccco2)c(=O)n(-c2ccccc2)n1C,14%,5%,0%,0%,14%,19%,i,-2,-3%
Cc1cn2c(=O)c(C(=O)N3CCN(c4ccccc4F)CC3)cnc2s1,4%,0%,14%,20%,14%,3%,i,-3,-52%[inhibitor]
CCCCN1C(=O)C(CC(=O)NC2CCCC2)CC(C(=O)N2CCOCC2)=C1C (stereo unspecified),16%,-9%,·,11%,1%,-4%,i,-4,·
O=C(CSc1nncc(=O)[nH]1)Nc1cccc([N+](=O)[O-])c1,1%,-8%,?,-13%,-27%,-9%,i,?,25%
O=C(COC(=O)CCS(=O)(=O)c1ccc(Cl)cc1)NCCc1ccc(Cl)cc1Cl,1%,2%,16%,-3%,-3%,0%,i,6,?
COc1ccc(CC(=O)Cc2ccc(OC)c(OC)c2)cc1OC,-15%,20%,·,·,8%,-5%,i,-7,·
CNc1c([N+](=O)[O-])ncn1C,18%,10%,-14%,-8%,18%,17%,?,8,1%
Fc1cc(NC(=S)NCc2ccc(CNC(=S)Nc3ccc(Cl)c(F)c3)cc2)ccc1Cl,1%,0%,?,·,-22%,-26%,?,21,11%
COCCNC(=O)CN(C(=O)Cn1nnc2ccccc21)c1ccccc1,17%,-4%,-11%,2%,8%,9%,i,20,-1%
CCN1C(=O)C2C(c3ccc(O)c(OC)c3)NC(C)(C(=O)OC)C2C1=O (stereo unspecified),3%,0%,4%,4%,7%,12%,i,33,-5%
CSc1nc(-c2ccc(F)cc2)nc2c1Cc1c(CO)cnc(C)c1O2,7%,-7%,·,1%,·,·,i,·,·
CC1CN(c2ccc(C(=O)c3ccccc3C(=O)O)cc2[N+](=O)[O-])CC(C)O1 (stereo unspecified),22%,2%,-1%,·,2%,10%,i,-1,-1%
CCCOc1ncnc2c1[nH]c1ccc(C)cc12,?,0%,6%,·,?,?,i,-14,-5%
O=C(CN1C(=O)C(=O)N(C2CCCC2)C1=O)Nc1ccccc1OC(F)F,-6%,-5%,1%,-10%,1%,3%,i,0,-11%
# (next part)
SMILES,KB-V1 MDR tox,KB-3-1 tox,MCF10A rerep,ATXN2 expr inh,HT1080 IDH1KD tx,HT1080NT lethal,ATXN viability,IL-1B inflam inh,SW480 rereplic
COc1ccc(OCCn2cc(/C(N)=N/O)c3ccccc32)cc1,3%,-1%,4%,-11%,5%,5%,i,-57*,-3%
COc1cc(CN2CCN(C(c3ccccc3)c3ccccc3)CC2)cc(OC)c1OC,-1%,-14%,0%,·,?,-25%,?,8,22%
CCCn1nnnc1-c1ccc(Cl)cc1,-25%,1%,0%,1%,-11%,12%,i,7,-7%
COc1ccc(F)cc1C(=O)COC(=O)c1n[nH]c(=O)c2ccccc12,16%,0%,2%,4%,0%,-3%[9.24 µM],i,24,5%
COC(=O)/C(=N/Nc1ccccc1Cl)Sc1nnc(C(O)c2ccccc2)n1-c1ccccc1 (stereo unspecified),-19%,14%,-2%,-7%[11.3 µM],19%,21%,i,9,-9%
COC(=O)c1cc(NC(=S)NCc2ccc(Cl)cc2)cc(C(=O)OC)c1,-23%,-22%,?,4%,?,?,i,-5,112%
NS(=O)(=O)c1ccc(NC(=O)COC(=O)c2cccc(S(=O)(=O)N3CCCC3)c2)cc1,0%,-3%,-15%,6%,-2%,-1%,i,16,-2%
O=C(Nn1c(O)c(C=C2N=c3ccccc3=N2)sc1=S)c1ccc(Cl)cc1,-7%,13%,26%,-1%,9%,15%,i,6,-19%
Cc1ccc(S(=O)(=O)NCCC(=O)OCC(=O)Nc2ccccc2Cl)cc1,0%,7%,-1%,3%,18%,7%,i,23,0%
S=C(NCCc1ccncc1)Nc1cccc2ccccc12,14%,18%,1%,-22%,2%,1%,i,-8,-6%
Cn1cc(-c2csc(C(C)(O)c3cccnc3)n2)cn1 (stereo unspecified),-1%,0%,·,0%,9%,1%,i,7,·
Cc1cc(C)c2c(N)c(C(=O)Nc3ccccc3Br)sc2n1,3%,6%,5.8µM*,0%,-13%,-1%,i,-3,18µM*
C[C@@H](CO)NC(=O)c1ccc2c3n(nc2c1)-c1ccc(Cl)cc1CO3,?,16%,3%,29%,1%,-1%,i,?,-21%[9.22 µM]
CC(C)(CNS(C)(=O)=O)SCc1ccc(Cl)cc1,?,-13%,-2%,7%,7%,4%,i,7,-2%
CC1CCc2c(C(=O)OCC(=O)Nc3cccc(S(=O)(=O)N4CCCCCC4)c3)csc2C1 (stereo unspecified),0%,?,20%,-3%,2%,2%,i,-12,2%
COc1cc2c(c(OC)c1OC)CC(=O)N(C)CC2,2%,11%,-6%,4%,7%,10%,i,4,-9%
COc1ccccc1NC(=O)Nc1nc(CC(=O)Nc2ccc(OC)c(OC)c2)cs1,5%,6%,-1%,-1%,-9%,-4%,i,-2,23%
CCN1C(=O)C(CC(=O)Nc2ccc(Br)cc2)N(CCCc2ccccc2)C1=S (stereo unspecified),?,?,?,?,?,?,?,-15,?
O=C(C1=C[C@H](C2CC2)C[C@H](OCc2ccc(CO)cc2)O1)N1CCOCC1,-13%,1%,9%,0%,9%,2%,i,7,-5%
Cc1nnc(N(C)C(=O)c2cccnc2)s1,14%,3%,-7%,-2%,-4%,2%,i,-4,12%
COc1cc(/C=C(\C#N)c2nc3ccccc3o2)ccc1O,0%,-16%,18µM*,14%,-21%,-19%,i,31,17%
COc1ccc(C(CC(=O)c2ccccc2)CC(=O)c2ccccc2)cc1OC,-7%,0%,24%,-12%,-10%,1%,i,0,30%
COc1ccc(C)cc1NC(=O)CCNS(=O)(=O)c1ccc2c(c1)CCC(=O)N2,?,10%,-3%,-3%,4%,0%,i,-3,8%
CCOc1ccccc1CNC(=O)c1ccc2nc(N3CCOCC3)sc2c1,1%,-4%,10%,-23%,-3%,0%,i,-16,11%
Cc1ccc(Nc2ncccc2C(=O)NCc2cccs2)c(C)c1,-28%,-13%,?,·,-19%,-15%,·,1,-3%
# (cont.)
SMILES,KB-V1 MDR tox,KB-3-1 tox,MCF10A rerep,ATXN2 expr inh,HT1080 IDH1KD tx,HT1080NT lethal,ATXN viability,IL-1B inflam inh,SW480 rereplic
CC(C(=O)NCc1ccco1)n1cc(C(=O)c2ccco2)c2ccccc21 (stereo unspecified),0%,-6%,-12%,9%,-1%,-3%,i,-14,-5%
O=C(O)c1cccc2c1C(=O)c1ccccc1-2,-10%,0%,-14%,10%,?,10%,i,·,-9%
CCOC(=O)C1C(=O)NC(C)C1c1ccccc1 (stereo unspecified),19%,14%,-6%,-4%,15%,20%,i,11,-2%
O=C(CNC(=O)c1ccccc1)Oc1cccc(Cl)c1,17%,16%,18%,17%,9%,16%,i,12,-3%
O=C1C2CCCN2C(c2cccc(F)c2)N1c1cccc(Cl)c1 (stereo unspecified),11%,7%,0%,-6%,2%,-2%,i,8,0%
COc1cc(NS(=O)(=O)c2c(C(=O)N3CCOCC3)c(C)n(C)c2C)cc(OC)c1OC,11%,-1%,-2%,-1%,-1%,8%,i,1,?
O=C(CSc1ncc2c(n1)-c1cc(Cl)ccc1N(Cc1ccccc1)S2(=O)=O)NCCc1ccccc1,-2%,2%,·,10%,·,·,i,·,·
